Screening data (PubChem)
E-selectin induc – E-selectin induction in HUVECs, primary screen, imaging, HUVEC, immunofluorescence imaging, single point; normalized: neutral wells 0, TNF-alpha wells 100; AID 686992, 2013; P16581; activation, % at 7.58 µM; 0.37% of 260,000 active;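 active = mean E-selectin-positive cell signal at least 10% of the positive control, reached in at least 60% of replicates, without over 20% cell loss; inconclusive = no rule given, readout overlaps actives, possibly toxicity-flagged; inactive = the rest, including those meeting only one limit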;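 also: in these data hits start at about 27%; measured in HUVEC primary endothelial cells; signal is the percent of cells scored E-selectin positive by PE staining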
Target sequence (P16581 whole entry, looked up): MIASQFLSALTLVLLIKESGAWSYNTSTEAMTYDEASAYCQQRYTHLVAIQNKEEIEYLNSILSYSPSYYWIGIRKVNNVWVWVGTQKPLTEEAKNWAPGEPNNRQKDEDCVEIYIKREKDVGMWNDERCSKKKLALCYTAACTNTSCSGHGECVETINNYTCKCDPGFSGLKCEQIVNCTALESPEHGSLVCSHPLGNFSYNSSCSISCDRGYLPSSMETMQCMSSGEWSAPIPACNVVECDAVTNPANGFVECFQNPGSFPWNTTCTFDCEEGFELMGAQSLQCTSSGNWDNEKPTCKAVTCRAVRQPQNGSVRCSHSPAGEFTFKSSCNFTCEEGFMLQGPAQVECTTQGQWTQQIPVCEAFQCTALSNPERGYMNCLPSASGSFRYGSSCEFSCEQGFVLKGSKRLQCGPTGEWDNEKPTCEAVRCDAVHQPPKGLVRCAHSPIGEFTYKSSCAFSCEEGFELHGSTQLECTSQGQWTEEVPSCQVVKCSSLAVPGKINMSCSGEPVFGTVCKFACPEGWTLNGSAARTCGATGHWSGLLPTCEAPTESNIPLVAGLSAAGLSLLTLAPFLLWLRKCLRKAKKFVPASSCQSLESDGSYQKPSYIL
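Material: HUVEC primary endothelial cells; Amount: 3,000 cells per well; Dosing: single concentration; Medium: EGM-2 growth medium on 0.1% gelatin-coated wells; Read-out basis: percent E-selectin-positive cells; Signal: immunofluorescence imaging; Control set: TNF-alpha, DMSO.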
Xi reactivation – activators of inactive X chromosome reactivation, primary screen, imaging, XiGFP fibroblasts, GFP high-content imaging, set 2 | XiGFP mouse fibroblasts, % GFP-positive cells imaging, 3 d; cells co-treated with 5-aza-dC sensitizer; scaled so ellipticine positive control = 100% | activation, % at 7.58 µM | 0.055% of 360,000 active;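 active = mean normalized replicate activation at least 10% and every replicate at or above 10%; inconclusive = only one of the two criteria met; inactive = mean below 10% and not all replicates reach 10%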;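 also: 0% = median of on-plate neutral control wells and 100% = ellipticine 6 µM median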
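Material: XiGFP fibroblasts, SV40-immortalized. Buffer or medium: DMEM plus 5-aza-dC sensitizer. Compound: single concentration per compound, delivered by pin transfer. Times: 3 days compound exposure. Controls: ellipticine 6 µM.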
DENV2 CPE – inhibitors of DENV2 cytopathic effect, primary screen, cell-based, plate reader, single concentration; AID 651640, 2012; DENV2-infected cells, cytopathic effect rescue; 1.7% of 350,000 active; CPE inhibition, % at 9.99 µM; in the data active = CPE inhibition above about 20%, passing the limit was not always enough; inconclusive = no clear call, values can overlap the other calls; tested in BHK-21 cells;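 also: 0% = median of neutral control wells and 100% = median of positive control wells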
RAD54 inh – inhibitors of human RAD54 branch migration, primary screen, biochemical, fluorescence, single point. 0.14% of 360,000 active. inhibition, % at 10.4 µM. DNA repair and recombination protein RAD54-like (Homo sapiens), Q92698. RAD54 Holliday junction branch migration, FAM/BHQ fluorescence;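 active = mean normalized replicate activity at least 40 and at least half of replicates scoring 40 or more; inconclusive = only one of the two criteria met; inactive = mean below 40 and under half of replicates reaching 40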;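 also: 0% = median of neutral control wells and 100% = median of positive control wells; inhibitors cause a drop in the FAM fluorescence signal; in these data hits start at about 50%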
INS-1E GSIS act – GLuc luminescence reporter in INS-1E cells, primary screen for activators of glucose-dependent secretion of insulin; INS-1E GLuc reporter insulin secretion, 2-3 h; activation, % at 16.6 µM; 0.61% of 370,000 active; AID 743287, 2014;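 active = lowest replicate activation of at least 40%, so every replicate reaches that level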;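 also: 0% = median of neutral control wells and 100% = median of IBMX positive control wells; some compounds called inactive have numbers as strong as hits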
CASP6 VEID inh – human caspase-6 inhibitors, primary screen, biochemical, VEID-R110 fluorescence, single point, set 2; inhibition, % at 12.5 µM; 0.53% of 350,000 active; AID 686996, 2013; P55212; purified caspase-6, Z-VEID-R110 cleavage fluorescence;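 active = mean inhibition across replicates at least about 35%, with every replicate also reaching that limit, limit read from the data; inconclusive = only one of the two criteria met; inactive = neither criterion met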;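 also: 0% = median of neutral control wells and 100% = no fluorescence left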
RAD52 inh – RAD52 DNA annealing inhibitors, primary screen, biochemical, FRET, single point, set 2 | recombinant RAD52 DNA annealing, FRET fluorescence | inhibition, % at 18.7 µM | 0.46% of 360,000 active;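 active = every replicate showing at least 50% inhibition; inconclusive = mean inhibition at least 50% but not in every replicate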
Target sequence (P43351 whole entry, looked up): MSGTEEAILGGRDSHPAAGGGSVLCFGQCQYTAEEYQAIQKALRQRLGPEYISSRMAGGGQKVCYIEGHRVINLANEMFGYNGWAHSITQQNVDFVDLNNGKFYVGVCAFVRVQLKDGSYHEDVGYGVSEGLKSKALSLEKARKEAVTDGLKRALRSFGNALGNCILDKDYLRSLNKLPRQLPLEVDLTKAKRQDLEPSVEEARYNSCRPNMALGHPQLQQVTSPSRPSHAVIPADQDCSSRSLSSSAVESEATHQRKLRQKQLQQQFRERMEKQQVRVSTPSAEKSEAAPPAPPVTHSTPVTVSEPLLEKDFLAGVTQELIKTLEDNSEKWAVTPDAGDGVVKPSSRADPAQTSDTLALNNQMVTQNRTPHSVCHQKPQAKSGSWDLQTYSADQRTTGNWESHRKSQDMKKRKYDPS
F508del corr – F508del CFTR correction, initial screen, CFBE line, single point; CFBE cells, YFP halide quenching; stimulated with forskolin plus potentiator P3; % fluorescence drop versus neutral controls; activity (quench increase), % at 7.58 µM; 0.36% of 350,000 active;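 active = mean added fluorescence quench of at least 8% versus neutral control, with both replicates also reaching 8%; inconclusive = only one of the mean or replicate conditions met; inactive = mean below 8% and not both replicates reaching 8%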;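 also: cells transiently co-express mutant CFTR-F508del with the halide-sensitive YFP; corrector assay measuring rescue of mutant channel to the surface after 24 h compound exposure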
* = called active by the depositor; ? = inconclusive; . = not tested or not shown; + = active, no number; & = joins results of further samples. An unsorted share of the library; any-hit rate near 3.7%.

Molecule | E-selectin induc | Xi reactivation | DENV2 CPE | RAD54 inh | INS-1E GSIS act | CASP6 VEID inh | RAD52 inh | F508del corr
Cc1cc(C)nc(N/N=C/c2c(CO)cnc(C)c2O)n1 | 0.3 | 0.0 | 2.8 | -3.7 | 6.0 | -1.1 | -34.0 | 0.7
CN(CCc1cnn(C)c1)Cc1nc(CC2CC2)no1 | -0.2 | 0.0 | 2.8 | 4.9 | 14.0 | 3.0 | -8.5 | 0.5
O=C1C=CC(=O)c2c(O)c(CO)c(CO)c(O)c21 | . | 0.1 | -11.9 | . | . | 99.1* | 31.8 | -0.9
Cc1cccc(C)c1N1C(=O)c2ccccc2NC(=O)C1C(=O)Nc1ccc(N2CCOCC2)cc1 (stereo not given) | -0.2 | 0.0 | 7.3 | . | 2.9 | 0.5 | -3.3 | -0.6
CC(C)C[C@H]1CN([C@@H](CC(C)C)CN2CCCC2CN2C(=S)NC[C@@H]2Cc2ccc(O)cc2)C(=S)N1CC1CCCCC1 (stereo not given in full) | 0.1 | -0.1 | 9.0 | 1.5 | -16.3 | -0.8 | -22.9 | 3.3
CCOC(=O)C1=CC[C@@H](c2ccc([N+](=O)[O-])cc2)N(S(=O)(=O)c2ccc(C)cc2)[C@H]1c1ccccc1 | 0.2 | 0.0 | -11.1 | -5.5 | -2.8 | -1.4 | -6.8 | -2.5
CC(C)[C@@H]1COC(c2cccc(C3=N[C@H](C(C)C)CO3)c2)=N1 | 0.4 | 0.0 | . | -9.0 | -12.1 | 0.9 | -18.2 | -0.7
COCCCNC(=O)[C@@]1(Cc2ccccc2)COC(c2ccc(OCCCO)cc2)=N1 | . | . | 2.4 | -8.3 | . | -3.6 | 10.9 | 0.9
CN1c2ccc(-c3ccccc3)cc2[C@@H]2[C@@H](CCN2C(=O)c2ccccn2)[C@H]1CO | 0.2 | 0.0 | -2.5 | 6.9 | 4.0 | 27.6 | -10.1 | -0.8
COC(=O)c1sc2ccccc2c1NC(=O)c1ccc(S(=O)(=O)N2CCCCC2C)cc1 (stereo not given) | . | 0.0 | . | . | . | -8.1 | -11.2 | -0.8
CN1C(=O)c2cc(NC(=O)c3ccc(F)c(F)c3)ccc2OC[C@H]2O[C@H](CC(=O)N[C@H]3CCN(Cc4ccccc4)C3)CC[C@H]21 | 0.0 | 0.1 | 0.1 | -1.0 | -2.7 | -10.1 | -3.6 | .
O=C(NCc1cc(F)cc(F)c1)[C@@H]1[C@@H](CO)[C@@H]2Cn3c(cccc3=O)[C@H]1N2C(=O)c1cnccn1 | 0.0 | 0.0 | -1.6 | 1.8 | 15.0 | -0.7 | -1.9 | .
O=C(c1noc2c1CCCC2)N1CCc2ccccc2C1 | . | 0.1 | 8.5 | -9.4 | 8.8 | 0.3 | -3.5 | 1.0
C[C@H]1CN([C@@H](C)CO)C(=O)Cc2cc(NC(=O)C3CC3)ccc2O[C@H]1CN(C)C(=O)Nc1cccc2ccccc12 | 1.0 | 0.2 | . | . | 2.8 | . | . | -2.4
O=C(Cn1cc([N+](=O)[O-])cn1)Nc1nccs1 | 2.6 | 0.0 | -1.3 | . | -2.5 | 0.9 | -7.2 | 0.3
O=C(N[C@H](C(=O)N1CCC[C@H]1C(=O)NCc1ccccc1)c1ccccc1)c1ccccc1 | -0.1 | 0.3 | -8.0 | . | -5.8 | -2.9 | -11.9 | 0.6
COc1ccc(-c2noc(N3CCC(C(=O)NCCCN4CCCCC4)CC3)n2)cc1 | . | 0.2 | -0.8 | -0.7 | . | -11.4 | -8.3 | 0.0
O=C(Cc1ccccc1)NCC(=O)Nc1ccccc1Br | 0.5 | 0.5 | 1.9 | 3.4 | 4.5 | -0.2 | -1.7 | 0.1
O=C(Nc1ccc2oc(=O)ccc2c1)c1ccc(-c2cccc(Cl)c2)o1 | 0.0 | -0.2 | 0.1 | . | 10.3 | 0.5 | -27.4 | -2.3
COc1ccc(NC(=O)N(C)C[C@@H]2OCCCC[C@@H](C)Oc3ccc(NC(=O)NC4CCCCC4)cc3C(=O)N([C@H](C)CO)C[C@@H]2C)cc1 | -0.2 | 0.0&-0.1 | 2.7&1.5 | 6.2 | -15.4&3.7 | -4.2&-2.2 | 2.9&-51.2 | 0.8&0.1
COC(=O)[C@@H]1C[C@@]2(O)[C@@H](O)[C@@H](O)[C@@H](O)C[C@H]2N1C/C=C/c1ccccc1 | 0.0 | 0.1 | ? | 2.6 | 7.1 | -0.8 | -8.0 | -2.4
CO[C@@H]1CN(C)C(=O)c2cc(NC(=O)c3nc4ccccc4s3)ccc2OC[C@H](C)N(Cc2cncnc2)C[C@H]1C | 0.4 | -0.6 | 7.0 | -13.0 | -15.6 | 0.6 | 10.1 | 2.5
CCCOc1ccc(-c2c(C(=O)N/N=C/c3ccco3)nnn2-c2nonc2N)cc1 | . | 0.0 | ? | 1.2 | 0.1 | 6.3 | -4.8 | 1.9
FC(F)(F)c1cc(CCN2CCNC[C@@H]2CC2CCCCC2)cc(C(F)(F)F)c1 | 0.0 | 0.0 | -6.6 | 3.1 | + | . | 37.6 | 4.3
O=C(CN1C(=O)c2ccccc2C1=O)OCc1nc2ccsc2c(=O)[nH]1 | -0.4 | 0.0 | 0.3 | 6.1 | 33.6 | 2.6 | -14.4 | -1.9

2 compounds drawn at random from those above:
Molecule | E-selectin induc | Xi reactivation | DENV2 CPE | RAD54 inh | INS-1E GSIS act | CASP6 VEID inh | RAD52 inh | F508del corr
CC(C)[C@@H]1COC(c2cccc(C3=N[C@H](C(C)C)CO3)c2)=N1 | 0.4 | 0.0 | . | -9.0 | -12.1 | 0.9 | -18.2 | -0.7
CO[C@@H]1CN(C)C(=O)c2cc(NC(=O)c3nc4ccccc4s3)ccc2OC[C@H](C)N(Cc2cncnc2)C[C@H]1C | 0.4 | -0.6 | 7.0 | -13.0 | -15.6 | 0.6 | 10.1 | 2.5

More records.
Molecule | E-selectin induc | Xi reactivation | DENV2 CPE | RAD54 inh | INS-1E GSIS act | CASP6 VEID inh | RAD52 inh | F508del corr
Cc1ccccc1NC(=O)Nc1ccc2c(c1)C(=O)N(C)[C@H]1CC[C@@H](CC(=O)O)O[C@@H]1CO2 | 0.1 | 0.2 | 1.0 | -9.5 | 1.7 | . | . | -2.3
CN(Cc1ccc(Cl)c(Cl)c1)C(=O)C1CSC2(C)CCC(=O)N12 (stereo not given) | -0.2 | 0.3 | 0.1 | -10.5 | -11.6 | 1.1 | -12.9 | 1.3
Cc1ccc(N=Nc2ccc(O)cc2)c(Br)c1 | . | 0.0 | 0.1 | 7.7 | 27.0 | 2.5 | -4.7 | -2.0
O=C(O)c1cccc2c1-c1c(cccc1[N+](=O)[O-])C2 | 1.3 | 0.2 | -1.9 | -7.2 | -1.6 | -2.1 | -4.3 | 5.0
CCOc1ccccc1NC(=O)COc1ccc2ccc(=O)oc2c1 | . | . | -3.8 | 0.9 | -2.4 | 0.1 | -15.7 | -0.7
O=C(NCC(=O)N1CCN(c2ncccn2)CC1)c1ccccc1OC(F)F | 2.1 | 0.1 | -2.8 | -11.3 | -1.6 | -2.0 | -4.7 | -2.6
COc1ccc(NC(=O)Nc2ccc3c(c2)C(=O)N([C@@H](C)CO)C[C@H](C)[C@@H](CN(C)C)OCCCC[C@@H](C)O3)cc1 | 0.3 | 0.2 | 3.0 | 0.6 | 6.7 | -0.2 | -8.8 | 0.6
C[C@H](NC(=O)C[C@H]1C=C[C@@H](NC(=O)CN2CCOCC2)[C@H](CO)O1)c1ccccc1 | -0.1 | 0.0 | -5.7 | 3.9 | 6.5 | -0.8 | -17.0 | -0.8
CC(=O)Nc1cncc(-c2ccccc2N(C)C)n1 | -0.8 | 0.0 | . | -3.1 | . | -2.7 | -14.2 | 1.0
[O-][n+]1c2c(nn1-c1ccccc1)/C(=N/O)CCC2 | . | 0.0 | -0.1 | . | -27.7 | 1.5 | -12.0 | -1.5
CC(=O)c1c(C)[nH]c(C(=O)OCC(=O)N2CCc3ccccc3C2)c1C | . | 0.0 | 5.1 | -1.7 | 4.9 | 0.9 | -36.8 | -0.7
COc1cccc(NC(=O)CCCCCn2nnc3ccccc3c2=O)c1 | . | 0.0 | 1.2 | . | -8.2 | -0.5 | -9.6 | 1.8
O=C(Nc1ccc(C(=O)N2CCCC2)cc1)c1ccccc1Br | . | 0.0 | 5.7 | 11.4 | -3.9 | -1.3 | 1.7 | 1.4
Cc1cc2nc(-c3ccco3)c(Cc3cccc(F)c3)n2c(C)c1Br | -0.1 | 0.1 | -12.8 | 2.3 | -13.8 | 7.9 | -38.1 | 0.9
C=CCn1c(C(C)NC(=O)c2ccc(C)cc2)n[nH]c1=S (stereo not given) | -0.1 | 0.0 | -4.2 | 0.3 | -1.8 | 0.2 | -19.0 | 0.0
NS(=O)(=O)c1ccc(CCNC(=O)CNC(=O)COc2ccccc2)cc1 | -0.2 | 0.0 | -4.0 | 10.3 | . | 4.8 | 1.7 | 5.7
COc1cccc(NC(=O)CN2C(=O)NC(C)(CC(C)C)C2=O)c1 (stereo not given) | 3.7 | -0.2 | -2.6 | 6.7 | -7.5 | 0.9 | -20.0 | -1.4
COc1ccc(CC(=O)NNC(=O)c2cccnc2)cc1OC | 0.7 | 0.0 | 0.8 | 10.9 | 16.4 | -1.4 | -8.4 | 1.2
COc1ccc(N2CCCC2=N)c(OC)c1 | 2.9 | 0.0 | -8.8 | . | 4.4 | -0.1 | -4.3 | -0.4
COc1ccc(Cl)cc1NC(=O)c1cccc(S(=O)(=O)Nc2c(C)n(C)n(-c3ccccc3)c2=O)c1 | 2.3 | 0.0 | 6.0 | . | -22.1 | 3.3 | -6.7 | 1.9
Cc1ccc(OCC(=O)Nc2ccc(N3CCN(S(C)(=O)=O)CC3)cc2)c(C)c1 | . | 0.0 | 3.6 | -1.5 | -3.0 | -4.7 | -20.8 | 0.4
O=C(C[C@H]1CC[C@H]2[C@@H](COC[C@H](O)CN2S(=O)(=O)c2cccc(Cl)c2)O1)N1CCOCC1 | 0.8 | 0.2 | 21.2* | 1.3 | 0.5 | -1.0 | 9.2 | 1.4
Cc1cc(NCCOCCO)n2c(nc3ccccc32)c1C#N | . | 0.0 | -1.0 | 1.1 | 19.7 | 0.7 | -53.4 | 1.2
CN(C)c1ccc(CC(=O)N2CCCCC2c2cc(C(=O)Nc3ccccc3)no2)cc1 (stereo not given) | 0.2 | 0.1 | 9.6 | -2.5 | 7.6 | -0.4 | -16.6 | 0.6
Cc1nn(-c2ccccc2)c(C)c1/C=C/C(=O)OCC(=O)NC1CCS(=O)(=O)C1 (stereo not given) | . | 0.4 | -1.6 | 0.7 | 4.1 | 0.6 | -24.1 | -1.6
C/C=C/c1ccc(C2[C@H]3CNC[C@@H]2N3Cc2cccc(C(F)(F)F)c2)cc1 (stereo not given in full) | 0.2 | 0.1 | 2.2 | . | -9.4 | 1.0 | 21.5 | -0.3
